Screens as filed in PubChem.
SW480 rerep: DNA re-replication induction in SW480 cells. Potency, µM (highest dose often 46.1 µM), inactives show top-dose re-replication activation, actives largely listed as activators. SW480 DNA re-replication, Hoechst DNA content imaging, 48 h. hit rate 1.8% among 340,000; also: potency is read from the fitted curve at half-maximal effect; % of control where 0% means no effect; nearly all actives have a fitted effect of over 55% in size
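Cells (250 per well) received 23 nL compound or DMSO by pin tool and were kept 48 hr at 37 C, 5% CO2. Nuclei were then stained with Hoechst for 40 min and scanned for DNA content.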
HT1080-NT tox: kills 2HG-producing HT-1080-NT fibrosarcoma cells; Potency, µM (highest dose often 46.1 µM), inactives show at the highest dose activity, negative = less viability, most hits filed as cytotoxic; AID 686970; HT-1080-NT fibrosarcoma viability, CellTiter-Glo ATP luminescence, 48 h; hit rate 1.6% among 360,000;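 also: NT is the 2HG producing partner of a matched IDH1 knockdown line; potency is read from the fitted curve at half-maximal effect; 0% = DMSO-treated cells and -100% = media-only wells without cells; nearly all actives have a fitted effect of over 55% in size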
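Toxicity toward the 2HG-producing NT line was scored as %Activity, normalised to DMSO and no-cell wells, from CellTiter-Glo luminescence after 48 hours' treatment.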
ATXN2 expr inh: inhibitors of ATXN2 expression; HEK-293 ATXN2-luciferase reporter, luminescence, 24 h; Potency, µM (titrated, usually from 57 µM), without a hit: top-dose activity change, negative = inhibition, actives largely listed as inhibitors; hit rate 0.72% among 360,000; AID 1745845; also: potency is read from the fitted curve at half-maximal effect; % is scaled to controls: 0 for no effect and ±100 for the full control effect; nearly all actives have a fitted effect of over 55% in size
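ATXN2-luciferase reporter cells (luciferase flanked by upstream and downstream ATXN2 gene portions) were treated 24 h at 37 °C with compounds at up to 57 uM. SteadyGlo luminescence gave expression; GF-AFC fluorescence gave viability.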
HT1080 IDH1KD tx: kills HT-1080 cells with IDH1 knockdown. HT-1080 IDH1 knockdown viability, ATP luminescence, 48 h. Potency, µM (titrated, usually from 46.1 µM), for inactives: top-dose activity, negative = toxicity, usual class: cytotoxic. hit rate 2% among 360,000;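 also: potency is read from the fitted curve at half-maximal effect; 0% = DMSO wells and -100% = cell-free medium wells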
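% activity derives from luminescence (CellTiter-Glo), normalised to DMSO and no-cell wells. HT-1080-IDH1KD cells, 750/well, had 48 h compound exposure at 37 °C.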
KB-V1 MDR tox: KB-V1 MDR subline cytotoxicity | hit rate 3.4% among 400,000 | KB-V1 MDR cells viability, CellTiter-Glo, 72 h | Potency, µM (highest dose often 46.1 µM), without a hit: at the top dose activity change, negative = cytotoxicity, actives largely listed as cytotoxic; also: potency is read from the fitted curve at half-maximal effect; % is scaled to controls: 0 for no effect and ±100 for the full control effect; nearly all actives have a fitted effect of over 60% in size
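Cytotoxicity toward P-gp-expressing KB-V1 cells was determined as loss of CellTiter-Glo luminescence after 72 h at 37 degrees C. Compounds were tested in quantitative HTS format across a concentration range, with curves fitted to normalized data.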
MCF10A rerep: inducers of DNA re-replication in MCF 10A breast cells | MCF 10A DNA re-replication, Hoechst nuclear intensity, 48 h | Potency, µM (highest dose often 46.1 µM), for inactives: at the top dose activity, positive = re-replication, hits mostly activators | hit rate 2.9% among 350,000; also: potency is read from the fitted curve at half-maximal effect; % of control where 0% means no effect; nearly all actives have a fitted effect of over 50% in size
WRN helicase inh: WRN helicase (human) inhibition; Potency, µM (highest dose often 114 µM), inactives show at the top dose activity change, negative = inhibition, actives largely listed as inhibitors; hit rate 0.46% among 360,000; WRN helicase unwinding, fluorescent forked duplex, kinetic; Q14191; also: potency is read from the fitted curve at half-maximal effect; % is scaled to controls: 0 for no effect and ±100 for the full control effect; nearly all actives have a fitted effect of over 55% in size
Target sequence (Q14191 whole entry, looked up): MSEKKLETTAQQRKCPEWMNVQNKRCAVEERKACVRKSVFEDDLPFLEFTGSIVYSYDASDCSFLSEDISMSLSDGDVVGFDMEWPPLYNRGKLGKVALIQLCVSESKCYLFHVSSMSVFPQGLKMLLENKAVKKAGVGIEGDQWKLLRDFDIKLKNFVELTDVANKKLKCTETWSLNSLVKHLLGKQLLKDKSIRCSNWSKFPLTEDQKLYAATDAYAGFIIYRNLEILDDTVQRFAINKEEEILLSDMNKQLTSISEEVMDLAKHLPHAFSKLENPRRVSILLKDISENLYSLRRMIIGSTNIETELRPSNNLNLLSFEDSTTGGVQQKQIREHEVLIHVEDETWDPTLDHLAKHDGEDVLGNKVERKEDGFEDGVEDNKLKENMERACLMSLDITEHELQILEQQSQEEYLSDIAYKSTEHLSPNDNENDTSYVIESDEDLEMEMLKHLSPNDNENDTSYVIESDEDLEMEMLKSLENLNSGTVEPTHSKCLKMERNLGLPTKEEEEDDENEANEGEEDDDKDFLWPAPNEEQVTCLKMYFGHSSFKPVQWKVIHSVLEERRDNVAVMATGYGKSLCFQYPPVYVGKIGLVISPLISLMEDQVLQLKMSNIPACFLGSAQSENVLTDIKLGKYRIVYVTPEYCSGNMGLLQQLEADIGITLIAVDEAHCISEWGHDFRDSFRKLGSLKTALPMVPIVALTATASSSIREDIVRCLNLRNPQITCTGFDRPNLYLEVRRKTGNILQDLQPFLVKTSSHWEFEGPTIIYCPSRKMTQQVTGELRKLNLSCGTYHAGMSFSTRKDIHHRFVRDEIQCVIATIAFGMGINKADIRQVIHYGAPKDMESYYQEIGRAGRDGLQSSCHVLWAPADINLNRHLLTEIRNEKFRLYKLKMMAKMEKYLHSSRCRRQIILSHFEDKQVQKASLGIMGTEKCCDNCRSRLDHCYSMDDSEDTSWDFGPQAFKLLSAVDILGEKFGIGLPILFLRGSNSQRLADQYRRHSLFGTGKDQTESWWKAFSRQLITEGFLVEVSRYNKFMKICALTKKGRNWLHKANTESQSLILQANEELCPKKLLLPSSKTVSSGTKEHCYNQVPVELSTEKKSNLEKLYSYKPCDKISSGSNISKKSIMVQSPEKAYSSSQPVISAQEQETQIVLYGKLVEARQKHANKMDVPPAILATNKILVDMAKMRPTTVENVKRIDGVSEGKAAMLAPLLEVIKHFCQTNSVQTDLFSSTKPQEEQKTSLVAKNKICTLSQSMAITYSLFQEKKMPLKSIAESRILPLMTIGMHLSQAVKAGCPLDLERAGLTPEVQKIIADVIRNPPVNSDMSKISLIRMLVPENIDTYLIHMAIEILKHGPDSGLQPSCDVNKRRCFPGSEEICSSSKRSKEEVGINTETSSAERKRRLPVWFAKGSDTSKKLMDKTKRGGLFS
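Kinetic fluorescence helicase assay: unwinding of a quenched forked DNA duplex (100 nM final) with 2 mM ATP final raises red fluorescence (525/598 nm). Compounds sat 15 min at room temperature with 20 nM WRN beforehand.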
IL-1B inflam inh: blocks inflammasome-driven IL-1 beta release | THP-1 LPS/ATP IL-1B secretion, AlphaLISA, 16 h; hits give low values | activity change, % at 57.5 µM | hit rate 4.7% among 360,000 | AID 743279; in the data active = activity change below about -50%; inconclusive = mostly about -30% to -49%; also: % is scaled to controls: 0 for no effect and ±100 for the full control effect
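Secreted IL-1B measured by AlphaLISA bead assay after 16 h compound exposure of THP-1 cells; compounds (final up to 57.5 uM) added 1 h before LPS (250 ng/mL) and ATP (1.25 mM) stimulation; lower signal means less secretion.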
KB-3-1 tox: kills parental KB-3-1 adenocarcinoma cells. Potency, µM (titrated, usually from 46.1 µM), without a hit: top-dose activity change, negative = cytotoxic, most hits filed as cytotoxic. KB-3-1 viability, CellTiter-Glo ATP luminescence, 72 h. AID 1347075. hit rate 1.4% among 400,000; also: potency is read from the fitted curve at half-maximal effect; % is scaled to controls: 0 for no effect and ±100 for the full control effect; nearly all actives have a fitted effect of over 60% in size
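Parental KB-3-1 adenocarcinoma cells in phenol-red-free DMEM with 10% FBS were pin-treated with compounds at several concentrations, incubated 72 h at 37 °C, and viability read by CellTiter-Glo luminescence; concentration-effect curves were fitted after normalization.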
The depositor's hits bear a star; ? = inconclusive; nt = no result given; & = joins results of further samples; [ ] = another dose, or the depositor's remark. Unless noted, calls follow the shape of the dose curve; as a rule, active = well fitted curve in the direction sought with a large enough effect; inconclusive = small, poorly fitted or top-dose-only effect, or another doubt; inactive = no such curve, though single readings can be large; an effect the other way counts as inactive or inconclusive.

SMILES	SW480 rerep	HT1080-NT tox	ATXN2 expr inh	HT1080 IDH1KD tx	KB-V1 MDR tox	MCF10A rerep	WRN helicase inh	IL-1B inflam inh	KB-3-1 tox
CCCN1C2CCCC1CC(NC(=O)c1ccccc1OCC)C2 (centres undefined)	-0.7%	-3.7%	1.8%	1.5%	1.1%	6.6%	8.3%	9.3	-26.1%
O=c1[nH]c2ccccc2nc1C(F)(F)F	?	-0.5%	3.2%	-4.8%	14.6%	-1.9%	10.0%	42.0	1.8%
CC(C)=CCCC1=CCC(/C(C)=N/NC(N)=O)CC1 (centres undefined)	-2.3%	13.3%	-2.5%	6.6%	5.0%	-5.4%	-1.8%	18.7	18.9%
CCOc1cc(C)c(Cl)cc1S(=O)(=O)N(C)C	-1.0%	5.7%	-7.2%	-4.0%	-1.2%	0.2%	-27.5%	8.0	9.6%
Cc1cc(C)cc(OCC(=O)OCCN2C(=O)c3ccccc3C2=O)c1	7.6%	-5.6%	-22.8%	-4.4%	-9.5%	6.5%	-14.7%	3.3	-7.8%
CC(C)OP(=O)(c1ccc(N(C)C)cc1)C(O)c1ccncc1 (centres undefined)	0.4%	4.2%	2.9%	3.9%	20.9%	0.7%	6.8%	-27.8	3.5%
CCOc1cc(NC(=O)c2ccccc2OC)c(OCC)cc1NC(=O)c1ccccc1	14.6µM*	9.2%	-7.3%	15.3%	28.5%	?	-18.0%[11.6 µM]	?	?
CC1CC(C)CN(C(=O)CNC(=O)c2sc3ccccc3c2Cl)C1 (centres undefined)	?	-27.2%	-19.1%	-28.5%	-7.7%	?	-6.9%	-57.4*	-26.2%
O=C(CSc1nnnn1-c1ccccc1)Nc1ncc2c(n1)CC(c1ccco1)CC2=O (centres undefined)	-4.5%	0.8%	-15.2%	4.9%	8.7%	0.4%	-0.6%	-20.1	-2.1%
COc1ccc(/C=N/NC(=O)c2cc3c(ccc4ccccc43)o2)c(OC)c1	?	-19.0%	-33.3%	-26.2%	-14.3%	?	-4.1%	?	?
CCOC(=O)N1CCN(CCC(=O)Nc2ccc(OC(F)(F)F)cc2)CC1	-3.4%	-11.5%	-6.6%	-22.3%	-29.6%	?	7.2%[57.1 µM]	-10.1	-1.8%
CCOC(=O)Cn1c(=O)c2c(nc3n2CCS3)n(C)c1=O	-1.5%	4.1%	-2.3%	4.9%	-7.1%	12.6%	11.3%	13.1	16.3%
O=S(=O)(NC(=NCc1ccccc1)c1ccc(F)cc1)c1ccc(Cl)cc1	-58.7%[inhibitor]	-7.7%	-20.2%	0.8%	?	0.731µM*	3.9%	0.0	6.6%
O=C(Nc1cccc(-c2nc3cccnc3s2)c1)C1c2ccccc2Oc2ccccc21	?	9.2%	?	?	17.8%	?	-26.8%[11.6 µM]	30.3	11.5%
C[C@H]1CN([C@@H](C)CO)C(=O)CCCn2nncc2CO[C@H]1CN(C)C(=O)Nc1ccc2c(c1)OCO2	nt	0.6%	22.6%	-1.0%	16.7%	nt	-8.0%	-0.1	-9.4%
CN(C)C=NC(=O)c1cc(C(=O)c2ccc(Cl)cc2Cl)c[nH]1	3.3%	0.6%	10.4%	2.2%	5.1%	3.6%	1.2%	-6.7	-2.7%
Cc1ccc(C(=O)N2CCN(C(=O)CN3CCOCC3)C2)cc1	-6.3%	15.6%	4.3%	9.2%[9.24 µM]	3.9%	-1.8%	-0.9%	0.0	16.7%
O=C(O)Cc1ccc(C(=O)c2ccccc2F)s1	1.5%	1.4%	-8.9%	-3.2%	-6.3%	14.5%	-6.1%	2.1	16.2%
CCN(CC(=O)Nc1ccc(S(=O)(=O)N2CCOCC2)cc1)Cc1ccccc1	?	-3.5%	-14.9%	-1.6%	-8.9%	-2.4%	7.1%	-17.3	-3.7%
COc1cc(-c2cnc3c(NC=O)cc(-c4ccc(C)cc4)cn23)cc(OC)c1OC	nt	?	-11.9%	?	0.581µM*	nt	-35.4%	111.8	0.164µM*
COc1ccccc1C(=O)Nc1ccc(OCC(=O)N2CC(C)CC(C)C2)cc1 (centres undefined)	7.3%	4.0%	nt	2.9%	-16.4%	-4.5%	0.3%	-6.3	1.8%
CCOc1ccc(CNC(=S)N/N=C/c2ccc(OC)c(OC)c2)cc1	140.5%	-0.5%	16.1%	16.1%	16.4µM*	-17.6%	-15.6%	0.0	-25.4%
COc1cc(C(=O)OCC(=O)N2CCCC2=O)cc(OC)c1C	-0.1%	-2.6%[9.24 µM]	-2.7%	-0.9%	15.8%	-0.9%	-18.6%	-7.2	1.8%
O=S(=O)(Cc1ccc(Cl)cc1)Oc1ccc(Cl)cc1	-0.8%	0.0%	-11.3%	-4.0%	6.1%	?	-7.6%	-5.6	-5.3%
COc1ccc(NC(=O)C2CC(=O)N(c3ccccc3F)C2)cc1S(=O)(=O)N1CCCCC1 (centres undefined)	nt	13.4%	nt	10.1%	-2.4%	nt	-2.6%	10.2	-10.9%

New compounds follow.
SMILES	SW480 rerep	HT1080-NT tox	ATXN2 expr inh	HT1080 IDH1KD tx	KB-V1 MDR tox	MCF10A rerep	WRN helicase inh	IL-1B inflam inh	KB-3-1 tox
O=C(Nc1cccnc1Cl)c1cc(-c2cccc(Cl)c2)on1	0.1%	0.0%	13.2%&5.4%	28.8%	-1.2%&16.5%	12.8%	6.0%	-6.7	-4.6%&3.8%
Cc1ccc(-n2c(C)nn(CCOc3ccccc3)c2=O)cc1	2.9%	15.0%	33.4%	17.6%	0.9%	-0.9%	-17.7%	10.0	4.1%
CC(SC(=S)N(C)Cc1cccs1)C(=O)O (centres undefined)	3.1%	0.0%	4.6%	-0.8%	-2.9%	-1.5%	-0.9%	6.3	4.5%
COCCn1c(=NC(=O)c2ccc(S(=O)(=O)N3CCCc4ccccc43)cc2)sc2cc(S(C)(=O)=O)ccc21	?	5.1%	-4.5%	13.4%	1.84µM*	?	8.7%	8.0	4.0%
c1cncc(CSc2ccc(-c3cccs3)nn2)c1	0.2%	-25.7%	28.9%	?	?	1.7%	-8.0%	-60.5*	-12.9%
CC1C2CC(C(S(=O)(=O)N3CCOCC3)C2=O)C1(C)C (centres undefined)	13.2%	5.6%	63.5%[activator]	17.0%	6.2%	-0.6%	-7.9%	6.2	-1.6%
CCS(=O)(=O)N1CCC(C(=O)NCc2ccc3c(c2)OCO3)CC1	?	2.5%	nt	9.7%	11.0%	3.5%	-4.1%	17.1	2.6%
OC1=C(O)c2nc3cc(C(F)(F)F)ccc3nc21	-4.5%	0.0%	-13.4%	26.1%	14.9%	12.9%	-31.9%	12.3	-2.2%
CCOC(=O)C1=C(C)Nc2ccccc2N=C1NC(=O)c1oc2ccccc2c1COC	-2.1%	-9.4%	-12.9%	-16.8%	?	1.6%	-21.1%	-0.5	-25.3%
Cc1ccc(Cn2nnc3c(=O)[nH]c(C4CCN(S(=O)(=O)c5ccc(C)cc5)CC4)nc32)cc1	?	11.7%[9.24 µM]	0.3%	?	3.5%	?	-8.6%	?	2.3%
CCOc1ccc(N=Cc2ccc3ccccc3c2)cc1	3.2%[9.22 µM]	0.7%	-5.8%	10.1%	?	1.7%	-34.4%	-8.8	-2.1%
CCc1nnc(NC(=O)c2ccc(Br)c(S(=O)(=O)N3CCOCC3)c2)s1	24.7%	0.7%	-7.3%	-16.2%	?	0.3%	-9.6%	-15.0	-15.7%
COc1ccc(S(=O)(=O)N2CCC(C(=O)Oc3c(OC)cccc3OC)CC2)cc1OC	?	-1.0%	-15.1%	1.2%	-8.4%	-0.8%	-21.9%	0.0	7.3%
Cc1[nH]n(C(N)=S)c(=O)c1N=Nc1ccc(Br)cc1	-15.8%	-5.7%	nt	-9.0%	-16.5%	-9.0%	-8.8%	8.9	-6.2%
COc1ccc(/C=C2/C(=O)C(C)(C(C)C)CCC2C)cc1 (centres undefined)	-6.7%	23.7%	34.2%	27.1%	12.6%	14.0%	10.3%	16.8	9.3%
Cc1nc2sc(C(c3ccc(Cl)cc3)N3CCOCC3)c(O)n2n1 (centres undefined)	-1.1%	0.6%	-8.9%	-0.7%	10.7%	?	-4.4%	8.5	-1.0%
CCOc1ccc(Nc2nc(Cc3nnc(SCC(=O)c4ccc(C)cc4)o3)cs2)cc1	-0.3%	-5.4%	9.2%	27.6%	1.2%	2.3%	-3.5%	-4.3	0.7%
CC1(C(=O)NS(=O)(=O)c2ccc(Cl)cc2)CCN1C(=O)CCc1ccc(Cl)cc1Cl (centres undefined)	nt	1.5%	-5.3%	3.5%	24.4%	nt	4.9%	35.6	0.0%
CC(=O)Nc1ccc2ccc3cccc4ccc1c2c34	20.6µM*	-0.8%	-2.3%	3.1%	5.3%	6.51µM*	-4.4%	1.9	6.1%
Cc1ccccc1CN(c1ccc(C(=O)Nc2ccccc2C(=O)N2CCCC2)cc1)S(C)(=O)=O	0.1%	-4.7%	0.4%	-6.1%	0.0%	-1.9%	-7.6%	-9.4	-1.0%
C=CCN1CN(S(=O)(=O)c2cccc(Cl)c2)c2nc3ccccc3nc21	-9.5%	-20.2%	nt	-19.7%	20.5%	0.9%	-10.6%	-6.2	-18.7%
O=C(NNC(=S)Nc1ccc(Cl)cc1Cl)c1ccncc1	4.7%	2.9%	21.4%	6.8%	19.3%	-2.6%	-23.6%	-1.2	1.4%
